Assay outcomes deposited in PubChem by several laboratories.
procasp3 activ: procaspase-3 (human) activation; P42574; AID 463141; recombinant procaspase-3 D3A, Ac-DEVD-pNA absorbance 405 nm; actives 0.11% (n = 330,000); activation, % at 8.5 µM;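 active = activation above the mean of all tested compounds plus 3 SD, cut at about 21% in these data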;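 note: 0% = DMSO alone and 100% = DMSO wells spiked with extra 5 µM PC-3 D3A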
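Assay system: Procaspase-3 D3A mutant, all three cleavage aspartates alanine. Buffer or medium: Zinc-free HEPES saline buffer with Triton X-100. Times: 1 h compound preincubation, 2 h substrate hydrolysis at 25 °C. Measured by: 405 nm absorbance of p-nitroaniline, reads at 0 and 120 min. Read-out basis: percent activation relative to control range. Replicates: singlicate.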
ZTA counter: blocks Epstein-Barr virus ZTA, an EBNA-1 counter-screen. inhibition, % at 11 µM. AID 2234. ZTA-DNA binding, fluorescence polarization. actives 0.15% (n = 320,000). P03206; in the data active = inhibition above about 33%
EBNA-1 inh: blocks EBNA-1 binding to DNA | EBNA-1 DNA binding, fluorescence polarization | inhibition, % at 14.8 µM | actives 0.34% (n = 300,000) | AID 1950; in the data active = inhibition above about 28%
MEP2-GFP yeast: yeast TOR pathway MEP2-GFP modulation. S. cerevisiae MEP2-GFP strain, flow cytometry GFP, 3 h; 100% = DMSO control level. GFP response vs DMSO, % at 10 µM. actives 0.51% (n = 330,000). AID 2016;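 active = GFP response versus DMSO above a set limit, roughly screen mean plus 3 SD, cut at about 180% in these data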;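 note: median GFP fluorescence of the barcode-gated MEP2-GFP cells per well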
LAP4 TOR yeast: alters LAP4-GFP fluorescence in TOR pathway yeast screen | S. cerevisiae LAP4-GFP multiplex, flow cytometry GFP, 3 h; median GFP as percent of DMSO wells | GFP response vs DMSO, % at 10 µM | actives 0.34% (n = 320,000);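 active = GFP response vs DMSO above a set limit, about the screen mean plus 3 SD, cut at about 150% in these data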
RPL19A-GFP yeast: yeast TOR pathway RPL19A-GFP modulation | S. cerevisiae RPL19A-GFP strain, flow cytometry, 3 h; active compounds read low | actives 0.3% (n = 330,000) | percent response vs DMSO, % at 10 µM;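 active = percent response vs DMSO below 50%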;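 note: median channel GFP fluorescence of the barcoded RPL19A-GFP strain; ratio of sample median GFP to plate DMSO average so 100% = DMSO; lower means less RPL19A-GFP as with rapamycin TOR inhibition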
AHR act: human AHR activation; P35869; AHR-responsive luciferase reporter cells, luminescence; activation, % at 5 µM; actives 2.5% (n = 320,000); in the data active = activation above about 47%;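 note: 0% = vehicle wells and 100% = reference agonist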
procasp7 counter: counter-screen: procaspase-7 (human) activation. P55210. recombinant procaspase-7, Ac-DEVD-pNA absorbance 405 nm; D23A/D198A/D206A triple mutant, cannot self-cleave; scale: DMSO 0, 5 µM enzyme 100. activation, % at 8.5 µM. actives 0.093% (n = 330,000). AID 463210;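 active = percent activation above the screen-wide mean plus 3 SD, cut at about 25% in these data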
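Replicates: singlicate. Assay system: Procaspase-7 triple mutant (PC-7 D3A). Signal: 405 nm absorbance of p-nitroaniline. Times: 1 h preincubation, 2 h reaction. Buffer or medium: Zinc-free HEPES pH 7.4 with 300 mM NaCl, 0.01% Triton X-100. Also added: DEVD-pNA substrate. Benchmarks: DMSO wells as 0%, DMSO with 5 µM added PC-7 as 100%.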
* = called active by the depositor; nt = not tested or not shown; & = joins results of further samples.

SMILES | procasp3 activ | ZTA counter | EBNA-1 inh | MEP2-GFP yeast | LAP4 TOR yeast | RPL19A-GFP yeast | AHR act | procasp7 counter
S=C1NCCOCCOCCNC(=S)N2CCOCCOCCN1CCOCCOCC2 | -2 | 8 | 0 | 100 | 100 | 93 | -2 | -3
Cc1cc2nc(C3CCN(Cc4nnnn4Cc4ccccc4)CC3)[nH]c2cc1C | -8 | -4 | -6 | 100 | 95 | 97 | 54* | 8
CCC1CO/C(=C(\C(=C(Cl)Cl)N2CCOCC2)[N+](=O)[O-])N1 (stereo unspecified) | 4 | 0 | -6 | 102 | 113 | 101 | -1 | 5
CCCN(C(=O)c1ccccc1Cc1ccccc1)C1CCS(=O)(=O)C1 (stereo unspecified) | 12 | -19 | 6 | 97 | 108 | 102 | 2 | 7
O=C(C1CCN(c2ncnc3c2nc2n3CCCCC2)CC1)N1CCN(c2cccc(Cl)c2)CC1 | 2 | -1 | -10 | 92 | 107 | 95 | 0 | -6
CC(=O)NC(c1cc(Cl)c2cccnc2c1O)C1CC1 (stereo unspecified) | 4 | -8 | nt | 102 | 91 | 101 | 4 | 11
Cc1oc(-c2ccc(Cl)cc2)nc1CS(=O)CC(=O)NC1CCCCCC1 (stereo unspecified) | 4 | 5 | -2 | 108 | 103 | 105 | 1 | 9
c1ccc2c(c1)cnc1ccccc12 | 9&-14 | -10&9 | -11&-12 | 95&105 | 108&127 | 92&105 | -3&-2 | 2&6
NC(=O)[C@@H]1CCCNc2c(F)cc([N+](=O)[O-])cc2C(=O)N[C@@H](CO)C(=O)N[C@@H](Cc2ccc(O)cc2)C(=O)N1 | 0 | 1 | 7 | 92 | 133 | 97 | -3 | -13
CCOC(=O)C1C(=O)NC(N2CCN(c3ccccc3)CC2)=NC1c1ccccc1 (stereo unspecified) | -2 | 7 | -2 | 105 | 103 | 103 | -1 | -7
CCC1Oc2ccccc2N(CC(=O)NCC2CCCO2)C1=O (stereo unspecified) | -13 | 1 | 1 | 99 | 94 | 98 | -6 | 12
CCc1ccc(NC(=O)N(Cc2ccco2)C(C)c2cccs2)cc1 (stereo unspecified) | 3 | -16 | -14 | 102 | 103 | 99 | -2 | -13

Sorted by length of the SMILES (lowest first): part of the list above
SMILES | procasp3 activ | ZTA counter | EBNA-1 inh | MEP2-GFP yeast | LAP4 TOR yeast | RPL19A-GFP yeast | AHR act | procasp7 counter
CC(=O)NC(c1cc(Cl)c2cccnc2c1O)C1CC1 (stereo unspecified) | 4 | -8 | nt | 102 | 91 | 101 | 4 | 11
Cc1oc(-c2ccc(Cl)cc2)nc1CS(=O)CC(=O)NC1CCCCCC1 (stereo unspecified) | 4 | 5 | -2 | 108 | 103 | 105 | 1 | 9
O=C(C1CCN(c2ncnc3c2nc2n3CCCCC2)CC1)N1CCN(c2cccc(Cl)c2)CC1 | 2 | -1 | -10 | 92 | 107 | 95 | 0 | -6

Remaining list, next part.
SMILES | procasp3 activ | ZTA counter | EBNA-1 inh | MEP2-GFP yeast | LAP4 TOR yeast | RPL19A-GFP yeast | AHR act | procasp7 counter
O=C(O)C1CCC(CNS(=O)(=O)c2ccc(Cl)cc2)CC1 (stereo unspecified) | 0 | 1 | -8 | 99 | 99 | 106 | -1 | -1
CC(C)(C)c1ccc(-c2cc(-c3ccccc3O)[nH]n2)cc1 | 2 | -19 | 4 | 106 | 92 | 102 | 8 | 1
CCN(c1ccc(C(=O)CSc2nnc(C3CC3)n2C2CC2)cc1)S(C)(=O)=O | -3 | -19 | nt | 98 | 94 | 97 | 11 | 3
O=S(=O)(NCCSc1ccc(Cl)cc1)c1ccc2c(c1)OCCO2 | -8 | 33* | 3 | 92 | 109 | 96 | 6 | -2
CN(CC(=O)Nc1cc(Cl)cc(Cl)c1)Cc1cccs1 | 12 | -3 | 1 | 108 | 96 | 103 | 4 | 13
CCc1noc(C)c1C(=O)OCC(=O)N(CC)c1c(N)n(Cc2ccccc2)c(=O)[nH]c1=O | -5 | -9 | 1 | 97 | 104 | 95 | 1 | -3
Cc1nc2ccc(S(=O)(=O)N3CCCCC3)cc2s1 | -5 | 12 | -14 | 105 | 102 | 102 | 0 | 1
CC(C)(C)c1ccc(OCCCC(=O)NNC(=O)c2ccccc2O)cc1 | 5 | 5 | -4 | 101 | 103 | 102 | 8 | 3
CCCn1c(N)c(Sc2ccccc2)c(=O)n(CCC)c1=O | 2 | 9 | 11 | 101 | 92 | 99 | -2 | -7
CC(C)(C)C(=O)Nc1nnc(CC(=O)NCc2ccccc2)s1 | -1 | -3 | 6 | 98 | 97 | 100 | 1 | 0
Cc1nc(-c2ccc(Cl)cc2)sc1C1(C)CC(c2cccc(F)c2)=NO1 (stereo unspecified) | -1 | 11 | -4 | 94 | 96 | 98 | 0 | -2
Cc1ccc(-n2nnnc2CSc2nnc(-c3ccc(O)cc3)o2)cc1 | -4 | 4 | 2 | 109 | 95 | 101 | 1 | 16
Cc1[nH]n(-c2ccccc2)c(=O)c1N=Nc1ccccc1C(=O)O | -3 | -18 | -8 | 114 | 95 | 105 | 14 | 1
Fc1ccc(C(c2nnnn2Cc2cccs2)N2CCN(C3CCCCC3)CC2)cc1 (stereo unspecified) | 1 | -15 | -8 | 93 | 89 | 92 | 1 | 5

Among those listed so far, 8 have a carbonyl joined to an NH by a bond outside any ring:
SMILES | procasp3 activ | ZTA counter | EBNA-1 inh | MEP2-GFP yeast | LAP4 TOR yeast | RPL19A-GFP yeast | AHR act | procasp7 counter
CC(=O)NC(c1cc(Cl)c2cccnc2c1O)C1CC1 (stereo unspecified) | 4 | -8 | nt | 102 | 91 | 101 | 4 | 11
Cc1oc(-c2ccc(Cl)cc2)nc1CS(=O)CC(=O)NC1CCCCCC1 (stereo unspecified) | 4 | 5 | -2 | 108 | 103 | 105 | 1 | 9
NC(=O)[C@@H]1CCCNc2c(F)cc([N+](=O)[O-])cc2C(=O)N[C@@H](CO)C(=O)N[C@@H](Cc2ccc(O)cc2)C(=O)N1 | 0 | 1 | 7 | 92 | 133 | 97 | -3 | -13
CCC1Oc2ccccc2N(CC(=O)NCC2CCCO2)C1=O (stereo unspecified) | -13 | 1 | 1 | 99 | 94 | 98 | -6 | 12
CCc1ccc(NC(=O)N(Cc2ccco2)C(C)c2cccs2)cc1 (stereo unspecified) | 3 | -16 | -14 | 102 | 103 | 99 | -2 | -13
CN(CC(=O)Nc1cc(Cl)cc(Cl)c1)Cc1cccs1 | 12 | -3 | 1 | 108 | 96 | 103 | 4 | 13
CC(C)(C)c1ccc(OCCCC(=O)NNC(=O)c2ccccc2O)cc1 | 5 | 5 | -4 | 101 | 103 | 102 | 8 | 3
CC(C)(C)C(=O)Nc1nnc(CC(=O)NCc2ccccc2)s1 | -1 | -3 | 6 | 98 | 97 | 100 | 1 | 0
